# H9c2 TAG inh: inhibitors of triacylglycerol accumulation. H9c2 cells, Nile Red lipid (TAG) fluorescence; cells loaded with 200 µM oleic acid. 230,000 tested, 0.66% active. inhibition, % at 12.5 µM;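 active = pattern-corrected inhibition of lipid staining of at least 50% with the nuclear-stain viability signal not falling by more than 50%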;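 also: 0% = DMSO wells and 100% = triacsin C control wells; some results filed as inactive read as strong as hits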
# H9c2 TAG inh DAPI viability: also measured in H9c2 TAG inh; calls as there; DAPI nuclei signal change (viability), lower = more cytotoxic, %;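 whole-well DAPI fluorescence read on a plate reader as a viability signal; minus 50 percent equals half of cells still viable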
# Active calls of the source: *. This is a subset; rates above refer to the full screens.
entry | mol | H9c2 TAG inh | H9c2 TAG inh DAPI viability
1 | O=C(Cc1ccccc1)Nc1nnc(SCC(=O)NC2CCCC2)s1 | 0 | 1
2 | NC(=O)c1ncn([C@@H]2O[C@H](CNCc3cnc(N4CCOCC4)s3)[C@@H](O)[C@H]2O)n1 | 3 | -1
3 | CCOc1ccc(CCNC(=O)COC(=O)C2CCN(c3ccc(C(F)(F)F)cn3)CC2)cc1OCC | -14 | -6
4 | COCCN(C(=O)COC(=O)CSc1ccc(Cl)cc1)c1c(N)n(CC(C)C)c(=O)[nH]c1=O | -14 | -2
5 | Cc1ccccc1CCNC(=O)C1CCC(=O)N(Cc2ccc(Cl)cc2)C1 (configuration not stated) | 1 | -1
6 | COc1ccccc1C(=O)N1[C@@H](C(C)C)COc2cc(Br)ccc2S1(=O)=O | -6 | -4
7 | O=C(CCSCc1ccc(Cl)cc1)NCCc1ccccc1 | -11 | 2
8 | COc1ccc(N(C)S(=O)(=O)c2cccc(C(=O)Nc3ccc4c(c3)OCCO4)c2)cc1 | 6 | -2

# The listing continues.
entry | mol | H9c2 TAG inh | H9c2 TAG inh DAPI viability
9 | O=C(NCc1nnc(SCC(=O)N2CCN(c3ccccc3)CC2)o1)c1ccccc1 | -15 | 1
10 | CCOC(=O)c1c(C)[nH]c(C(=O)OCC(=O)Nc2ccc(OC)c(Cl)c2)c1C | 5 | -14
11 | O=C(Nc1ccc(F)cc1F)c1cccc(S(=O)(=O)N2CCCCC2)c1 | -4 | -11
12 | COC1(C2=NCCN2)COc2ccccc2O1 (configuration not stated) | -3 | 2
13 | O=C(c1ccccc1Cc1ccccc1)N1CCN(S(=O)(=O)c2ccccc2F)CC1 | -12 | -3
14 | COCCN(CC(=O)Nc1cccc(C)c1C)C(=O)c1ccc(S(=O)(=O)N2CCOCC2)cc1 | 6 | -8
15 | Cc1cccc(NC(=O)c2nc[nH]c2C(=O)NC2CCN(C(=O)OC(C)(C)C)CC2)c1 | 9 | -9
16 | CC1CC(C)CN(C(=O)CNC(=O)c2sc3ccccc3c2Cl)C1 (configuration not stated) | 12 | 1

# Other structures follow:
entry | mol | H9c2 TAG inh | H9c2 TAG inh DAPI viability
17 | Cc1cc(C)n2c(SCc3c(C)noc3C)nnc2n1 | 4 | -7
18 | COc1ccc2[nH]c(=O)c(CNc3ccc(C)c(C)c3)cc2c1 | 8 | -4
19 | CCN(CC)S(=O)(=O)c1cc(NC(=O)C2CCN(c3ncnc4sc(C)c(C)c34)CC2)ccc1Cl | 13 | 10
20 | O=C(CCN1CCCCC1)NCNC(=O)CCN1CCCCC1 | 11 | 6
21 | CCOC(=O)C1CCN(C(=O)COC(=O)/C=C/c2ccccc2)CC1 | 7 | 4
22 | Cn1cnc([N+](=O)[O-])c1S(=O)(=O)c1ccc(Cl)cc1 | 32 | -41
23 | C/C(=N\NC(=S)NCc1ccccc1)c1cccc(Br)c1 | 2 | 1
24 | COc1ccc([N+](=O)[O-])cc1NC(=O)C(C)OC(=O)C1CCC1 (configuration not stated) | 3 | -3

# Next part:
entry | mol | H9c2 TAG inh | H9c2 TAG inh DAPI viability
25 | COc1cc2c(cc1[N+](=O)[O-])-c1ccccc1C2 | 7 | -2
26 | Cc1cc(NC(=O)COC(=O)C2CSC3(C)CCC(=O)N23)ccc1Br (configuration not stated) | -8 | 5
27 | CC1CCc2sc(C(=O)N3CCC(C(N)=O)CC3)cc2C1 (configuration not stated) | -3 | -3
28 | CC(=O)OCC(=O)C1(O)CCC2C3CCC4=CC(=O)CCC4(C)C3(Cl)C(O)CC21C (configuration not stated) | 32 | 8
29 | O=C(C(=O)N1CCN(c2ccccc2F)CC1)c1c[nH]c2ccccc12 | -13 | 12
30 | OCCC1CN(Cc2cnc(-c3ccccc3)s2)CCN1C1CCCC1 (configuration not stated) | 7 | -5
31 | Cc1ccc(NC(=O)CSCc2c(C)noc2C)cc1C | -4 | -4
32 | COC(=O)c1cc(Cl)nc2ccccc12 | 0 | 0

# The list goes on:
entry | mol | H9c2 TAG inh | H9c2 TAG inh DAPI viability
33 | Cc1ccc(CC(=O)NNC(=O)c2cccs2)cc1C | -10 | 3
34 | COc1ccc(N2CC(C(=O)Nc3nc4ccccc4s3)CC2=O)cc1 (configuration not stated) | 2 | 4
35 | COc1ccc(-c2sc3ccc(N4CCOCC4)cc3c2-c2ccc(O)cc2)cc1 | -4 | 7
36 | CN(C)c1nc(=NCc2cccs2)ss1 | -12 | 7
37 | CCCCCOc1ccc(C(=O)NCC(=O)NCC(=O)OCC)cc1 | 2 | -6
38 | Cc1cc(C(=O)COC(=O)c2ccco2)c(C)n1Cc1ccco1 | 24 | -4
39 | Cn1c(=O)c2c(nc(SCC(=O)NCc3ccc4c(c3)OCO4)n2Cc2ccc(Cl)cc2)n(C)c1=O | 22 | -5
40 | CC(=O)N1CCN(c2ccc(C(N)=O)cc2[N+](=O)[O-])CC1 | -14 | 15

# Carrying on:
entry | mol | H9c2 TAG inh | H9c2 TAG inh DAPI viability
41 | CC(=O)NCCc1nc(-c2ccc(Cl)cc2)no1 | -9 | -3
42 | O=C(Oc1ccc(/C=N/n2cnnc2)cc1)c1cccc([N+](=O)[O-])c1 | -4 | 5
43 | COc1cccc(CN2CCSCC2)c1OC | -31 | 2
44 | COc1cccc(N2CCN(C(=O)NC3CCCCC3)CC2)c1 | 21 | 3
45 | NS(=O)(=O)c1ccc(Nc2nc(-c3cccc([N+](=O)[O-])c3)cs2)cc1 | 32 | -1
46 | CCOc1ccccc1C(=O)NCc1ccc2c(c1)OCO2 | -60 | 4
47 | O=C(O)CC(C(=O)OCCOc1ccccc1)N1CCOCC1 (configuration not stated) | -2 | 1
48 | Cc1cc([N+](=O)[O-])ccc1NC(=O)CN1C2CCC1CC(NC(=O)NC13CC4CC(CC(C4)C1)C3)C2 (configuration not stated) | 6 | 26

# (more compounds)
entry | mol | H9c2 TAG inh | H9c2 TAG inh DAPI viability
49 | Nc1c(-c2nn[nH]n2)cnn1-c1cc(Cl)cc(Cl)c1 | -5 | 4
50 | COc1ccc(S(=O)(=O)N(C)C)cc1NC(=O)c1ccc2c(c1)NC(=O)C(C)S2 (configuration not stated) | 3 | -3
51 | CCc1ccccc1NC(=O)CNC(=O)CNC(=O)Cc1ccccc1 | 2 | 7
52 | COc1ccc(OC)c(N2C(=O)CCCC2=O)c1 | 10 | -2
53 | Cc1c(N=C2N=C(NC(=O)NC(C)(C)C)c3ccccc32)c(=O)n(-c2ccccc2)n1C | 7 | -6
54 | O=C(Nc1ccc(NC(=O)c2cccs2)cc1)c1ccc2c(c1)OCO2 | 0 | 7
55 | O=C1OC(Sc2ccccc2)(c2ccccc2)c2ccccc21 (configuration not stated) | -16 | -3
56 | O=C(NCc1cccc(Cl)c1)c1cc(COc2ccc3ncccc3c2)on1 | -15 | -1

# The list goes on.
entry | mol | H9c2 TAG inh | H9c2 TAG inh DAPI viability
57 | CCN(CC1CCCN(CCc2cccc(OC)c2)C1)C(=O)C=C(C)C (configuration not stated) | 1 | 4
58 | CC1(c2ccccc2Cl)NC(=O)N(CC(=O)N2c3ccccc3NC(=O)C2(C)C)C1=O (configuration not stated) | 9 | -1
59 | Fc1ccc2cnc(-c3ccccc3F)cc2c1 | -22 | 11
60 | Cc1cccc(C(=O)OCC(=O)N2CCCC2=O)c1O | -16 | -4
61 | N#Cc1cn(CCOc2ccc(F)cc2)c2ccccc12 | -12 | 7
62 | CCCc1cc(=O)n(-c2nc3ccccc3s2)[nH]1 | 2 | -2
63 | CCOc1ccc(NC(=O)CNC(=O)c2ccc(OC)cc2)cc1 | -9 | -3
64 | CCOc1ccccc1N1CCN(C2=C(NS(=O)(=O)c3cccs3)C(=O)c3ccccc3C2=O)CC1 | 43 | 2

# The list goes on.
entry | mol | H9c2 TAG inh | H9c2 TAG inh DAPI viability
65 | CC1(O)N(CCC(=O)Nc2cccc(F)c2)C(=O)OC12CCCCC2 (configuration not stated) | 2 | -2
66 | CC(Sc1nncn1C)C(=O)Nc1ccc2ccccc2c1 (configuration not stated) | -3 | 2
67 | COc1cccc(/C=N/NC(=O)CNC(=O)CCc2ccccc2)c1O | 28 | -6
68 | Cc1ccc(N2C(=O)[C@@H]3C(c4cccnc4)=NO[C@@H]3C2=O)cc1 | -7 | 4
69 | COc1cc(NC(=O)c2cccs2)c(C(=O)OCC(=O)NCc2ccccc2)cc1OC | -6 | -6
70 | CC(=O)/C=C(\C)Nc1ccc(-c2cnc(-c3ccccc3)o2)cc1 | 1 | 42
71 | COc1ccc(NC(=O)CN(C)C(=O)c2cc3c(s2)CCC3)cc1 | -5 | -5
72 | CCCc1ccc(C(O)c2ncc(-c3ccccc3C)[nH]2)cc1 (configuration not stated) | -14 | 1

# (more compounds)
entry | mol | H9c2 TAG inh | H9c2 TAG inh DAPI viability
73 | CCN1CC(CN(C)Cc2nc(-c3cccs3)no2)CC1=O (configuration not stated) | -2 | 5
74 | CN(C)C(/C=C/Nc1ccc(Br)cc1)=C(C#N)C#N | -4 | 0
75 | O=C(Nc1ccc2c(c1)OCO2)c1cc(C2CCCCN2S(=O)(=O)Cc2ccccc2)on1 (configuration not stated) | -12 | 5
76 | CCOC(=O)c1nnn2c1nc(N1CCCCC1)c1ccccc12 | 27 | -5
77 | COc1cc(N2CCCC2)c(OC)cc1C=O | -6 | 4
78 | COCCN(CC(=O)Nc1cccc(C)c1C)C(=O)Cc1sc(C)nc1-c1ccc(F)cc1 | 4 | -5
79 | CCOc1ccccc1C1C(C(N)=O)=C(C)Nc2nc(CCCO)nn21 (configuration not stated) | 23 | -1
80 | CC1CCC2(CC1)NC(=O)N(CC(=O)c1ccc3c(c1)OCO3)C2=O (configuration not stated) | -2 | 5

# (listing goes on)
entry | mol | H9c2 TAG inh | H9c2 TAG inh DAPI viability
81 | COc1ccc(-c2cncc3nccn23)cc1OC | -5 | -4
82 | Cc1cc(C)c(C)c(S(=O)(=O)N2CCN(C(=S)NCC3CCCO3)CC2)c1C (configuration not stated) | -20 | -1
83 | O=S(=O)(c1ccc(N2CCN(CCO)CC2)nc1)N1CCCCC1 | -5 | -13
84 | CN(C)c1nc(NCc2ccccc2)nc(Oc2ccc(=O)[nH]n2)n1 | 35 | -6
85 | O=C(CO/N=C/c1ccc(OC(F)F)cc1)NCc1ccco1 | -4 | 2
86 | Cc1[nH]c2ccc(-c3nnc(SCC(=O)NCc4ccco4)n3Cc3ccccc3)cc2c1C | 11 | -2
87 | CCCCCCN1C[C@@H](n2cc(-c3ccc(F)cc3)nn2)[C@H](O)C[C@@H]1c1ccc(OC)cc1 | 65 | -56
88 | CC(C)(C)c1ccc(S(=O)(=O)NCC(=O)N2CCCC2)cc1 | 0 | 6

# Next section.
entry | mol | H9c2 TAG inh | H9c2 TAG inh DAPI viability
89 | O=C(NCC1CCCO1)c1cc(-c2ccncc2)nc2ccc(S(=O)(=O)N3CCOCC3)cc12 (configuration not stated) | -6 | 0
90 | Cc1c(C(=O)OCC(=O)N(C)Cc2ccc(Cl)cc2)oc2ccccc12 | -5 | -6
91 | Cc1nc2nc[nH]n2c(=O)c1CCOC(=O)c1c(F)cccc1F | 2 | -8
92 | OCc1ccccc1SSc1ccccc1CO | 0 | -5
93 | Cc1ccccc1C(=O)N1CCC(C(=O)N(C)CC(=O)Nc2cccc(F)c2)CC1 | -13 | -3
94 | Cc1sc(N2C(=O)C3C4C=CC(C4)C3C2=O)c(C#N)c1C (configuration not stated) | 5 | 2
95 | O=C(O)CCCn1cc(NC(=O)c2cccc(F)c2)cn1 | -2 | 3
96 | CCOC(=O)C1=C(O)/C(=C\c2ccc(CNC(=O)C(=O)Nc3ccccc3)o2)N=C1C | -7 | -8

# Next section:
entry | mol | H9c2 TAG inh | H9c2 TAG inh DAPI viability
97 | CCn1ncc(CN2CCC(n3nccc3NC(=O)c3ccccc3Cl)CC2)c1C | -10 | 15
98 | Cc1cccn2c(=O)c3cc(S(=O)(=O)c4ccccc4)c(=N)n(Cc4ccco4)c3nc12 | 18 | -15
99 | CN(C(=O)COC(=O)c1ccc(Cl)c(S(=O)(=O)NCc2ccccc2)c1)C1CCS(=O)(=O)C1 (configuration not stated) | -3 | -1
100 | CCOC(=O)C1C(=O)NC(c2ccccc2)=NC1c1ccc(O)c(OC)c1 (configuration not stated) | -1 | 7
101 | CC(Cc1ccccc1)NC(=O)CCNNC(=O)c1ccncc1 (configuration not stated) | 4 | -19
102 | Cc1ccc(CCNC(=O)c2cc(S(=O)(=O)N3CCCC3)cn2C)cc1 | -7 | 3
103 | CSc1ccc(CCNC(=O)CCc2nnc3ccc(N4CCOCC4)nn23)cc1 | 2 | -19
104 | Cc1ccnc2nc(C(=O)NCCc3ccc(F)cc3)nn12 | 3 | -1

# The list goes on.
entry | mol | H9c2 TAG inh | H9c2 TAG inh DAPI viability
105 | Cc1cc(C)cc(OCC(=O)Nc2ccccc2C(=O)NCc2ccco2)c1 | 10 | 2
106 | O=C(C[n+]1cccc2ccccc21)c1ccc(NC(=O)c2ccccc2)cc1 | 0 | -3
107 | CC(=O)CC(=O)NC(=NC1CCCCC1)Nc1nc(C)cc(C)n1 | 15 | -1
108 | CCn1c(CSc2nc(C)cc(C)n2)nnc1SCC(N)=O | -11 | 15
109 | O=C(NCc1ccco1)C(c1ccc(F)cc1)N(C(=O)Cc1cccs1)c1cccnc1 (configuration not stated) | -5 | 8
110 | O=C(c1ccc2c(=O)n3c(nc2c1)CCCCC3)N1CCN(c2ccc(Cl)cc2)CC1 | -15 | -3
111 | Cc1cc(NC(=O)c2cc(-c3ccccn3)nc3c(Cl)cccc23)no1 | 18 | -6
112 | Cc1ccccc1/C=C1\Oc2ccccc2C1=O | 0 | -4

# Next section
entry | mol | H9c2 TAG inh | H9c2 TAG inh DAPI viability
113 | COCCNC(=O)C(OC(=O)c1ccco1)c1ccc(OC)cc1 (configuration not stated) | -4 | -1
114 | Cc1onc(-c2ccccc2)c1C(=O)OCC(=O)NC(=O)c1ccccc1 | -9 | 8
115 | O=C(Cc1ccccc1)NC(Nc1cccc2ccccc12)C(Cl)(Cl)Cl (configuration not stated) | 58* | 6.9*
116 | COc1ccc(OC)c(C2C3CN(C(C)C)CC=C3C(C#N)=C(N)C2(C#N)C#N)c1 (configuration not stated) | -46 | -2
117 | O=C(CC1NCCN(Cc2ccccc2)C1=O)Nc1ccc(Cl)cc1 (configuration not stated) | 5 | 3

# Screens (PubChem BioAssay)
